# a7 integrin act: activates integrin-mediated alleviation for muscular dystrophy; alpha7betagal myoblasts, beta-gal FDG fluorescence, 48 h; Potency, µM (series often up to 38.3 µM), for inactives: at the highest dose activation, actives largely listed as activators; 350,000 compounds, 0.064% hits; AID 624291; active = well fitted activation curve with a large enough effect;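 note: potency is the fitted concentration of half-maximal effect; 100% = response of the positive control SU9516; nearly all actives have a fitted effect of over 60% in size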
#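 Alpha7betagal+/- myoblasts (passage 13) were plated 16-24 hr, then exposed to compounds (1:260 dilution of DMSO stock) for 48 hours at 37C. After MPER lysis, β-galactosidase reporter activity was read as FDG fluorescence (ex 480/em 540) after 30 minutes.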
# KCNH2 3.1 inh: blocks the human KCNH2 3.1 channel isoform | U2OS KCNH2 3.1, thallium flux FluxOr; stronger effect = lower value | 340,000 compounds, 0.95% hits | activity change, % (tested at about 1.8 µM);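 active = maximum activity change below -70%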;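 note: thallium influx rate constant from kinetic fluorescence after stimulation buffer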
#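 Thallium flux via FluxOr fluorescence (Red40 quencher, 45 min loading) in U2OS cells virally expressing the KCNH2 3.1 isoform (1.77 x 10^8 /mL virus, overnight at 37 C). Rate constants from 2-min kinetic reads post-stimulation, normalised to positive and negative controls.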
# hERG WT inh: KCNH2 (human, wildtype) channel inhibition; 340,000 compounds, 0.37% hits; AID 720551; U2OS, BacMam KCNH2, thallium flux FluxOr; stronger effect = lower value; Q12809; activity change, % at 1.84 µM;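 active = maximum activity change below -70%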
#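 U2OS cells were transduced with wild-type KCNH2 virus (2.03 x 10^8 / mL) for 4 h at room temperature, then cultured overnight at 37 C. Thallium flux was read with FluxOr dye. Rate constants were normalized to DMSO controls.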
# Numbers without * were called inactive; [ ] = another dose, or the depositor's remark. Unless noted, % is set by controls: 0 for no effect and ±100 for the full control effect.
smiles	a7 integrin act	KCNH2 3.1 inh	hERG WT inh
CC12CCC3C(C1)C(C(=O)O2)C(=O)OC3(C)C (centres undefined)	-6%	-10	38
COc1ccc(C(=O)N2CCOC2CNC(=O)C(=O)NCc2ccccc2)cc1 (centres undefined)	-28%	25	6
O=C(OCc1ccc(Br)cc1)c1cc([N+](=O)[O-])ccc1N1CCOCC1	-45%	-9	-11
Cc1ccc(S(=O)(=O)NCCCCCCNS(=O)(=O)c2ccc(C)cc2)cc1	-32%	-5	5
CC(=O)c1c(O)c(C)c(O)c2c1OC1=CC(=O)/C(=C(/C)N)C(=O)C12C (centres undefined)	22%	-14	-1
CCCCCC(=O)N1C[C@H](O)[C@@H](n2cc(C3CC3)nn2)C[C@@H]1c1ccc(Cl)cc1	17%	-12	-2
Cc1nc(N2CCN(S(=O)(=O)c3cccs3)CC2)c2c(-c3ccccc3)c(C)sc2n1	4%	8	-8
Cc1ccc(-c2ccc3c(c2)O[C@H](CN(C)Cc2cncnc2)[C@@H](C)CN([C@H](C)CO)S3(=O)=O)cc1	-18%	-19	-11
Cc1ccc(-c2cnc3c(c2)C(=O)N([C@H](C)CO)C[C@H](C)[C@@H](CN(C)Cc2ccccc2F)O3)cc1	-3%	-19	16
O=C(NCCc1cccs1)c1ccc(CS(=O)Cc2cccc(Cl)c2)o1 (centres undefined)	-3%	-5	9
O=C(Cc1ccccc1)NCC(=O)N1CCN(c2ccc(F)cc2)CC1	15%	-7	5
CCN(CC)C(=O)C1=C(C)N(CCCN2CCCC2=O)C(=O)C(CC(=O)NC(c2ccccc2)c2ccccc2)C1 (centres undefined)	2%	-9	-4
Cc1cn([C@H]2C[C@H](O)[C@@H](CNC(=O)c3ccccn3)O2)c(=O)[nH]c1=O	12%	25	16
CCCCCC(=O)N1C[C@H](O)[C@@H](n2cc(-c3ccc(F)cc3)nn2)C[C@@H]1c1ccc(C)cc1	-2%	-14	6
COc1cc(OCc2ccccc2)c(CC(=O)O)c([N+](=O)[O-])c1	6%	-17	1
Cc1cn([C@H]2C[C@H](O)[C@@H](CNS(=O)(=O)N3CCCC3)O2)c(=O)[nH]c1=O	14%	4	-7
CC1CCN(C(=O)COC(=O)c2cccc(S(=O)(=O)N3CCOCC3)c2)CC1	11%	-14	9
O=C(CCNC(=O)c1ccc(Cl)cc1)Nc1cc(C(F)(F)F)ccc1N1CCOCC1	-11%	1	6
COc1ccc(C(CNC(=O)CCNS(=O)(=O)c2ccccc2)N2CCOCC2)cc1 (centres undefined)	3%	6	0
COc1cc(/C=C2/SC(=S)N(CCC(=O)Nc3cccnc3)C2=O)cc(OC)c1OC	7%	-2	-8
CN(c1ccccc1)S(=O)(=O)c1cc(C(=O)NCc2ccco2)ccc1Cl	11%	-14	-27
Cc1ccc([C@@H]2C[C@H]3[C@@H](CN2S(=O)(=O)c2ccc(Cl)cc2)C(=O)C[C@@H](c2ccc(Cl)cc2)N3S(=O)(=O)c2ccccc2C)cc1	-9%	-14	-11
CC(=O)Nc1ccc(NC(=O)CCCN2C(=O)C(c3ccccc3)Oc3cccnc32)cc1 (centres undefined)	26%	-1	1
C[C@H](CO)N1C[C@H](C)[C@@H](CN(C)S(=O)(=O)c2ccccc2F)Oc2ncc(C#Cc3cccnc3)cc2C1=O	1%	-10	-1
O=C(OCC(=O)N1CCNC1=O)c1ccccc1Cl	10%	5	-11
Cc1ccc(NC(=O)c2cc(S(=O)(=O)N3CCCCC3)ccc2N2CCOCC2)cc1	-9%	2	4
Cc1ccc([C@H]2C[C@@H](O)[C@H](n3cc(-c4ccc(F)cc4)nn3)CN2Cc2cccs2)cc1	22%	-2	-1
Cc1ccc(Nc2n[nH]c(=S)s2)cc1C	7%	-7	-2
COc1ccc([N+](=O)[O-])c(C=CC(=O)c2ccccn2)c1	-64%[inhibitor]	2	-8
O=S(=O)(c1ccccc1)N1CC2CC(Br)C(Br)CC21 (centres undefined)	-6%	-18	-11
C[C@H](CO)N1C[C@H](C)[C@H](CN(C)C(=O)Nc2cccc(Oc3ccccn3)c2)OCc2cnnn2CCCC1=O	-3%	-10	8
Cc1c(CN(C)C(=O)C2CCC(=O)N(Cc3ccccc3F)C2)[nH]c2ccccc12 (centres undefined)	-15%	9	3
Nc1cc(=O)n(Cc2ccco2)c(=S)[nH]1	-9%	-14	-3
CC(C)C1CCN(C(=O)C2CCC(=O)N(C3CCCCCC3)C2)CC1 (centres undefined)	-2%	-5	-1
COc1ccc(CN2CCN(Cc3c[nH]c4ccccc34)CC2)cc1OC	-17%	-9	35
Oc1ccc(O)c(C=NNC(=S)NC2CC3CC2C2C=CCC32)c1 (centres undefined)	-40%	-1	-6
COc1ccc([C@H]2C[C@H](n3cc(COC(=O)c4ccccc4)nn3)[C@@H](O)CN2Cc2cccs2)cc1	18%	-5	0
COCOCCn1cc(CN2CCS(=O)(=O)N(Cc3ccc(-c4ccc(OC)c(OC)c4)cc3)C(C)C2=O)nn1 (centres undefined)	0%	10	3
CC(C)C1C(=O)N(Cc2cn(CC3CCCCC3)nn2)CCS(=O)(=O)N1Cc1ccc(-c2ccc(Cl)nc2)cc1 (centres undefined)	-11%	-7	-6
CC(C)N=C1CCCC1C(=S)SSC(=S)C1CCCC1=NC(C)C (centres undefined)	-59%[inhibitor]	8	-27
C#CCN(C[C@H]1[C@H](OC(=O)Nc2c(C)noc2C)[C@H](OC(=O)Nc2c(C)noc2C)C[C@@H](C(=O)OC)[C@H]1C(=O)OC)S(=O)(=O)c1ccc(C)cc1	-3%	4	10
CC1=C(C(=O)N(C)C)CC(CC(=O)NCCCN(C)C)C(=O)N1Cc1ccccc1 (centres undefined)	2%	-4	10
Cc1noc(C)c1NC(=O)N(C)C[C@@H]1OCc2ccccc2-c2c(n(C)c3ccccc23)C(=O)N([C@H](C)CO)C[C@H]1C	1%	19	13
CC1C(=O)N(Cc2cn(CCC3OCCCO3)nn2)CCS(=O)(=O)N1Cc1ccc(-c2ccncc2)cc1 (centres undefined)	0%	0	-9
O=C(COC(=O)c1cc(Br)ccc1O)NCCC1=CCCCC1	-16%	6	-6
C[C@H]1CN([C@@H](C)CO)S(=O)(=O)c2ccc(Br)cc2O[C@H]1CN(C)C(=O)Cc1ccccn1	0%	15	12
N#Cc1ccc(S(=O)(=O)NC[C@H]2O[C@@H](n3ccc(N)nc3=O)[C@H](O)[C@@H]2O)cc1	4%	9	-3
C[C@@H]1CCCCO[C@H](CN(C)C(=O)Nc2ccc3c(c2)OCO3)[C@@H](C)CN([C@H](C)CO)C(=O)c2cc(NS(=O)(=O)c3ccc(F)cc3)ccc2O1	-3%	-28	-1

# Exported with each value named: entries from further up
COc1ccc([C@H]2C[C@H](n3cc(COC(=O)c4ccccc4)nn3)[C@@H](O)CN2Cc2cccs2)cc1
  a7 integrin act: 18%	KCNH2 3.1 inh: -5	hERG WT inh: 0
COCOCCn1cc(CN2CCS(=O)(=O)N(Cc3ccc(-c4ccc(OC)c(OC)c4)cc3)C(C)C2=O)nn1 (centres undefined)
  a7 integrin act: 0%	KCNH2 3.1 inh: 10	hERG WT inh: 3
CC(C)C1C(=O)N(Cc2cn(CC3CCCCC3)nn2)CCS(=O)(=O)N1Cc1ccc(-c2ccc(Cl)nc2)cc1 (centres undefined)
  a7 integrin act: -11%	KCNH2 3.1 inh: -7	hERG WT inh: -6
CC(C)N=C1CCCC1C(=S)SSC(=S)C1CCCC1=NC(C)C (centres undefined)
  a7 integrin act: -59%[inhibitor]	KCNH2 3.1 inh: 8	hERG WT inh: -27

# The results go on.
smiles	a7 integrin act	KCNH2 3.1 inh	hERG WT inh
CCC[C@H]1CN(c2ccc(OC)cc2)C(=O)[C@@H]1CC(=O)NC	0%	8	10
C/C(Nc1ccc(Cl)c(Cl)c1)=C1/CCOC1=O	15%	-18	-2
O=C(COC(=O)c1ccc(O)cc1)Nc1cc(S(=O)(=O)N2CCCCCC2)ccc1Cl	-1%	-4	-15
CCN(CC)S(=O)(=O)c1ccc(SCC(=O)c2c(N)n(C3CC3)c(=O)[nH]c2=O)nc1	6%	-1	0
Cc1ccc(CN2CCC[C@]3(N[C@H](c4ccc(C)cc4)[C@@H]4C(=O)N(C)C(=O)[C@@H]43)C2=O)cc1	31%	-15	-8
CCCc1c(C(=O)N/N=C/c2ccc(OCc3ccc(F)cc3)cc2)nnn1-c1nonc1N	-4%	-13	-6
CCc1noc(C)c1C(=O)NCCN1C(=O)S/C(=C\c2ccccc2F)C1=O	-14%	-77*	2
Cc1ccc(S(=O)(=O)N2CCCCC2)cc1NC(=O)C1COc2ccccc2O1 (centres undefined)	-5%	3	0
COc1ccc(Cc2nc3ccc(C(=O)N4CCCCC4CO)cc3o2)cc1OC (centres undefined)	3%	-2	-3
CC(NCCCSc1ccccc1)C(O)c1ccc(O)cc1 (centres undefined)	-25%	-1	48
O=C1CCCN1c1ccc([N+](=O)[O-])cc1	16%	6	1
COc1ccc(NC(=O)C[C@H]2C(=O)N(Cc3ccccc3)C[C@@H]2c2ccc(OC)cc2)cc1	-5%	6	-3
COC(=O)C[C@@H]1C[C@@H]2c3cc(NS(=O)(=O)c4ccc(F)cc4)ccc3O[C@@H]2[C@@H](CO)O1	2%	4	-3
CC(CO)NS(=O)(=O)c1cccc(Cl)c1F (centres undefined)	-7%	2	3
COc1ccc(C2NC(=O)c3ccccc3N2)c(OC)c1OC (centres undefined)	-12%	-5	-13
CN(C)C(CNC(=O)C1CC(=O)N(c2cccc(C(F)(F)F)c2)C1)c1ccccc1 (centres undefined)	-5%	13	7
COc1ccc(OC)c(CN2CCN(C(=O)c3cccc(S(=O)(=O)N(C)c4ccccc4)c3)CC2)c1	11%	1	12
O=C(c1cccs1)N1C[C@@H](O)[C@H](n2cc(C3CC3)nn2)C[C@@H]1c1ccc(Cl)cc1	-10%	-12	4
O=C(NCCc1cccc(F)c1)C1CC(O)CN1C(=O)Nc1ccccc1 (centres undefined)	4%	-1	1
C=CCSc1nnc(NC(=O)c2ccc3c(c2)OCCO3)s1	12%	14	-5
C=CCOc1ccc(C2NC(=O)c3ccccc3O2)cc1OC (centres undefined)	23%	6	-75*
O=C(NCc1nnnn1-c1ccc(F)cc1)c1ccc2c(c1)OCO2	-1%	-6	3
O=C(C(=O)N1CCN(c2ccccc2F)CC1)c1cn(CC(=O)N2CCCC2)c2ccccc12	23%	-1	4
Cc1ccc(OC(C)C(=O)Nc2cccc(S(=O)(=O)N3CCCCCC3)c2)cc1 (centres undefined)	-7%	-6	11
CCOc1cc(/C=C/C(=O)OCC(=O)N(CC)C2CCS(=O)(=O)C2)cc(Cl)c1OC (centres undefined)	16%	-8	19
Cc1ccc(CCNC(=O)CN2C(=O)CSc3ccc(S(=O)(=O)N4CCOCC4)cc32)cc1	-3%	4	8
O[C@@H]1CN(Cc2cccs2)[C@@H](c2ccc(Cl)cc2)C[C@H]1n1cc(-c2ccc(F)cc2)nn1	0%	-9	0
Nc1ccc(S(=O)(=O)Nc2nc(-c3ccccc3)cc(-c3ccccc3O)n2)cc1	-2%	8	-4
NC(CSC(c1ccccc1)(c1ccccc1)c1ccc(-c2ccccc2)cc1)C(=O)O (centres undefined)	-2%	-1	6
COc1ccc(OC)c(NC(=O)C2CCCN2S(=O)(=O)c2ccc3c(c2)CC(C)N3C(C)=O)c1 (centres undefined)	5%	13	0
Cc1ccc(N2CC(C(=O)Nc3cc(S(=O)(=O)N4CCCCC4)ccc3C)CC2=O)cc1 (centres undefined)	-21%	11	33
Nc1ccc(CCCC(=O)NCc2cccnc2)cc1	16%	-1	3
CCCCCCN1C[C@H](O)[C@@H](n2cc(C3CC3)nn2)C[C@@H]1c1ccc(Cl)cc1	7%	-40	2
Cc1cc(NC(=O)CSc2nnc3ccc(-c4ccccc4)nn23)no1	-1%	2	-11
CC(C)CCNC(=O)c1cc(S(=O)(=O)N2CCC3(CC2)OCCO3)ccc1F	7%	15	-11
COc1ccc(N(CC(=O)NCc2cccs2)S(=O)(=O)c2ccc(C(C)=O)cc2)cc1	12%	6	15
C[C@@H]1CN([C@@H](C)CO)C(=O)c2cc(N(C)C)ccc2O[C@@H](C)CCCCO[C@@H]1CN(C)Cc1ccc2c(c1)OCO2	0%	-10	14
C[C@H](CO)N1C[C@H](C)[C@@H](CN(C)Cc2cccc(F)c2)Oc2cc(-c3cccc(C#N)c3)ccc2S1(=O)=O	-32%	-25	1

# Entries of single compounds as entered above. Values in the order: a7 integrin act	KCNH2 3.1 inh	hERG WT inh
# NC(CSC(c1ccccc1)(c1ccccc1)c1ccc(-c2ccccc2)cc1)C(=O)O (centres undefined) reads -2%	-1	6
# CCCCCCN1C[C@H](O)[C@@H](n2cc(C3CC3)nn2)C[C@@H]1c1ccc(Cl)cc1 reads 7%	-40	2

# The list is partial. The share of hits here may be higher or lower than overall.
